IEC-6 cytotox = IEC-6 cytotoxicity, counter-screen for KLF5 inhibitors; luminescence viability; inhibition, % at 5 µM; hit rate 0.78% among 290,000; in the data active means inhibition above about 22%;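 further: 0% = plate median of test compound wells and 100% = cytotoxic reference compound wells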
HSF1 inhib = HSF1 inhibition; activity change, negative = inhibition, % at 7.5 µM (by protocol); hit rate 0.77% among 300,000; NIH3T3-HGL HSE-luciferase, MG132-induced, luminescence 8 h; active compounds read low;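 active means more than half of replicate wells show activity change below -50%, luminescence cut by over half; inconclusive means some wells, but at most half, below -50%; inactive means no replicate well below -50%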;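 further: luciferase reports HSF-1 transcriptional activity via heat shock element; 0% = median of DMSO wells and -100% = zero luminescence signal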
HSF-1 act = increases HSF-1 driven luciferase reporter signal; NIH3T3-HGL HSF-1 luciferase reporter, MG132, 8 h; 100% = twice DMSO control signal; activation, % at 9 µM; hit rate 1.7% among 300,000; AID 504408;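 active means mean replicate activation of at least 50% with a set share of replicates each reaching 50%; inconclusive means only one of those two conditions met; inactive means mean below 50% and too few replicates reaching it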;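 further: 0% = median of the neutral control wells and 100% = twice that signal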
aSyn UTR inh = MLPCN primary screen, SNCA 5' untranslated region. alpha-synuclein 5'UTR reporter, inhibitor activity. inhibition, % (tested at 7.5 µM). hit rate 0.82% among 300,000. AID 1813; in the data active means inhibition above about 60%; inconclusive means no clear call, values can overlap the other calls;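 further: H4 neuroglioblastoma cells stably carrying SNCA 5'UTR luciferase fusion; 0% = DMSO wells and 100% = positive control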
HIF act = HIF pathway transcriptional activation | U2OS HRE-luciferase reporter, luminescence; normalized: DMSO 0%, desferrioxamine 100% | activation, % at 7.5 µM (by protocol) | hit rate 0.32% among 300,000 | AID 1910;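 active means mean activation of at least 10% of the iron chelator positive control signal, with at least half of replicates also reaching 10%; inconclusive means mean and replicate majority disagree about reaching 10%; inactive means mean and most replicates under 10%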
HSP90 inh = blocks HSP90-mediated luciferase refolding in reticulocyte lysate. Rabbit reticulocyte lysate, luciferase refolding luminescence, 3 h. inhibition, % at 5.6 µM. hit rate 0.91% among 290,000. AID 1789;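 active means inhibition above the screen-wide mean plus 3 SD, computed separately per campaign, cut at about 16% in these data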;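 further: 0% = DMSO wells and 100% = 60 µM geldanamycin wells; inhibitors lower the luminescence because luciferase stays unfolded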
AI-2 QS modul = Vibrio harveyi AI-2 quorum sensing modulation; Vibrio harveyi JMH597 AI-2 luminescence/OD600 ratio, 9 h; active compounds read low; strain lacks LuxN and CqsS sensors; 0 = neutral-control median; activity change, % at 7.5 µM; hit rate 0.4% among 300,000; AID 2094; in the data active means activity change below about -75%, passing the limit was not always enough; inconclusive means no clear call, values can overlap the other calls;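 further: luminescence divided by OD600 gain over 9 h not by final OD600 alone; inactives centre near 13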
SKKanGAS inh = inhibitors of SKKanGAS S. pyogenes growth in kanamycin (SK-promoter or general growth effect); BacTiter-Glo, 6 h; inhibition, % at 7.5 µM; hit rate 1.3% among 300,000;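 active means mean replicate score, as percent of positive control median, at least 50; inconclusive means mean below 50 but one replicate at or above 50; inactive means mean and every replicate below 50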;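 further: strain carries kanamycin resistance gene driven by streptokinase promoter and grows in 40 µg/ml kanamycin; loss of luminescence reflects streptokinase promoter inhibition or plain growth inhibition; 0% = median of DMSO wells and 100% = positive control at its reference dose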
Platelet DG rel = modulates dense granule release in human platelets | inhibition, %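 (compounds screened at 7.5 µM in platelet-rich plasma)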 | hit rate 0.22% among 300,000 | human platelet-rich plasma, SFLLRN dense granule ATP release, luminescence;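 active means mean replicate score, as percent of positive control, at or above 50; inconclusive means mean below 50 but at least one replicate at or above 50; inactive means mean and every replicate below 50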
KLF5 inh = kruppel-like factor 5 inhibition; DLD-1 KLF5 promoter-luciferase reporter, luminescence; inhibition, % at 5 µM; hit rate 0.23% among 290,000; AID 1700;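 active means inhibition above a per-plate limit of that plate's mean compound inhibition plus 3 SD, cut at about 60% in these data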;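 further: 0% = DMSO wells and 100% = LY294002 at 200 µM; higher means less KLF5 promoter-driven luciferase light; inactives centre near -14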
Active calls of the source: *; ? = inconclusive; . = no result given. This is a random part of the collection; any-hit rate near 6%.

SMILES	IEC-6 cytotox	HSF1 inhib	HSF-1 act	aSyn UTR inh	HIF act	HSP90 inh	AI-2 QS modul	SKKanGAS inh	Platelet DG rel	KLF5 inh
COc1ccccc1CN1CC(C(=O)NCc2ccc(N3CCCC3=O)cc2)CCC1=O (stereo not given)	7	-8	-3	-23	0.5	0	13	-3	4	-28
CCC1CSC(Nc2ccc(C(=O)/C=C/c3ccc(OC)c(OC)c3)cc2)=N1 (stereo not given)	3	0	16	-51	1.8	3	44	24	-8	-5
Cc1ccc2sc3ccc(NC(=O)c4ccccc4Cl)cc3c(=O)c2c1	-1	23	17	-109	1.4	0	19	-5	-7	8
CCn1c(SCC(=O)Nc2nc(-c3ccccc3)cs2)nc2c1c(=O)n(C)c(=O)n2C	-2	5	27	22	-0.3	-5	-1	8	3	5
CCOC(=O)N1CCN(Cc2nc3cc(NC(=O)c4cccs4)ccc3n2C)CC1	11	5	-4	-40	0.4	4	-1	-1	-4	-16
CC1CCN(CC(=O)NCc2ccccc2)CC1	5	1	-1	-7	0.0	5	-4	4	-2	0
CC1CC(C)CN(CCCNC(=O)c2c(O)nc3ccccn3c2=O)C1 (stereo not given)	.	-3	-4	10	-0.3	.	20	-4	26	.
COC(=O)C1=C(C)Nc2c(c(=O)n(C)c(=O)n2C)C1c1ccc(Cl)cc1 (stereo not given)	-6	-5	-3	30	0.0	-1	-8	8	1	1
Cc1oc(-c2ccccc2F)nc1CS(=O)(=O)CC(=O)NC(C)CCc1ccccc1 (stereo not given)	-5	6	19	25	0.0	1	18	-1	0	-9
COc1ccc(C2/C=C\CN(C(=O)Nc3ccc(C(F)(F)F)cc3)CC(=O)N2Cc2ccc(F)cc2)cc1 (stereo not given)	.	-2	.	71*	-1.3	.	?	44	7	.
O/C(=C\c1ccc2ccccc2n1)c1ccc(O)cc1O	-3	15	27	-29	4.1	0	.	-1	26	-121
CC1CC(C)CN(C(=O)Cn2ncc3c([nH]c4ccccc43)c2=O)C1 (stereo not given)	6	-2	-10	5	.	3	17	-1	-4	0
CCN(CC)C(=O)CN(C#N)c1nc(Cl)nc(N(C)C)n1	-4	-1	6	-17	0.3	5	24	-4	2	-11
c1ccc2oc(NC3=NCN(CC4CCCO4)CN3)nc2c1 (stereo not given)	2	8	21	-94	4.5	0	-51	-2	-2	-63
NC(=O)CC(NC(=O)Cc1cccc2ccccc12)c1ccc(NCC2CC2)c([N+](=O)[O-])c1 (stereo not given)	.	-4	-10	-11	-6.7	.	22	0	-5	.
CCN1C(=S)SC(=O)C1=C1C=C(C)N(CCO)C(C)=C1	2	-4	-12	-165	2.1	2	2	5	4	-94
CCN(Cc1ccccc1)S(=O)(=O)c1ccc(C(=O)N(CCCN(C)C)c2nc3ccc(F)cc3s2)cc1	5	13	10	-21	-0.1	0	27	12	3	-34
Cc1cccc(NC(=S)N(CCCN2CCCC2)Cc2cccn2Cc2ccc(Cl)cc2)c1	6	-2	13	15	-0.5	3	21	-2	0	-13
CC1CCCCC1NC(=O)CNC(=O)c1cccs1 (stereo not given)	.	-5	-19	-12	0.4	.	11	-12	-2	.
Cc1ccccc1NC(=O)Cc1nc(COC(=O)/C=C/c2ccccc2)cs1	.	8	24	1	-0.2	.	14	-15	5	.

3 compounds from above, sorted by the number in KLF5 inh, low to high.
smiles,KLF5 inh
CCN1C(=S)SC(=O)C1=C1C=C(C)N(CCO)C(C)=C1,-94
Cc1cccc(NC(=S)N(CCCN2CCCC2)Cc2cccn2Cc2ccc(Cl)cc2)c1,-13
CC1CC(C)CN(C(=O)Cn2ncc3c([nH]c4ccccc43)c2=O)C1 (stereo not given),0

Later entries
SMILES	IEC-6 cytotox	HSF1 inhib	HSF-1 act	aSyn UTR inh	HIF act	HSP90 inh	AI-2 QS modul	SKKanGAS inh	Platelet DG rel	KLF5 inh
CC(C)CCOP(=O)(c1ccc(N(C)C)cc1)C(O)c1ccc(C(C)C)cc1 (stereo not given)	-4	6	29	22	-0.7	0	11	0	6	-9
CCc1ccccc1NC(=O)COc1cccc(-n2cnnn2)c1	0	4	21	11	0.2	-3	20	0	0	-5
CC1CCCN(C(=O)C(Cc2ccccc2)n2cccc2)C1 (stereo not given)	-4	3	10	14	-0.4	-3	22	3	2	-20
CCC(C)NS(=O)(=O)c1ccc(OCC(=O)NCc2ccco2)cc1 (stereo not given)	-5	-2	-6	3	-0.5	-3	20	-2	2	-17
CCn1c(CNC(=O)COc2ccc(C(C)C)cc2)nnc1SCC(=O)Nc1ccccc1	1	2	-2	24	-0.4	0	22	-1	-6	7
N#Cc1cc(-c2ccccc2)nc(Oc2ccc(Cl)cc2)n1	1	27	31	28	-1.1	1	8	-10	-34	-19
Cc1cccc(-c2noc(CN(C)S(=O)(=O)c3cc(Cl)ccc3Cl)n2)c1	8	8	24	-2	168*	2	14	-20	7	1
COC(=O)C1=C(CCc2ccccc2)NC(=O)NC1c1ccc(Cl)cc1 (stereo not given)	.	11	38	28	-0.3	.	4	5	-1	.
Cc1cccc(NC(=O)CSc2ncnc3sc(C)cc23)c1	3	3	-3	-11	0.0	2	-3	-5	-1	-2
Cc1nn(C)c(C)c1S(=O)(=O)N1CCC(CO)(CC2CCCCO2)CC1 (stereo not given)	-2	0	3	-5	-0.2	2	33	0	3	6
Nc1nc2n(n1)C(c1ccco1)CC(c1ccc(F)cc1)N2 (stereo not given)	0	9	3	-24	-0.2	-2	13	-6	2	4
O=C(O)CCn1c2c(c3ccccc31)CCCC2	0	-1	9	26	0.0	5	24	-3	-3	4
NC(=O)c1cc(S(=O)(=O)N2CCOCC2)cs1	-6	-1	-14	-7	0.0	-2	23	3	0	-26
O=c1c2ccccc2n(Cc2ccccc2F)c(=O)n1Cc1ccccc1F	-2	-4	-18	31	0.0	-3	18	15	-10	-8
O=C(Nc1ccc(Cl)cc1)Nc1ccc2c(c1)OCO2	6	17	14	-134	3.7	2	-6	-1	-9	-183
Cc1cc(=O)[nH]c(N/N=C/c2cc(C)n(-c3ccccc3)c2C)n1	1	-20	-29	-63	1.5	9	33	13	5	-32
COCCn1c(SCC(=O)Nc2cc(C)on2)nc2c(c1=O)SC(C)C2 (stereo not given)	3	-7	-26	6	-0.3	8	6	-7	-1	10
COc1ccc(C(=O)Nc2ccc3c(c2)nc2n3CCSC2)cc1	2	8	23	-67	3.2	2	12	-4	0	-85
Cc1nnc(SCc2cc(=O)oc3ccc4ccccc4c23)n1Cc1ccccc1	-7	8	10	-26	-0.6	2	8	6	-2	-31
c1ccc(OCCN2CCN(C(c3ccccc3)c3ccccc3)CC2)cc1	5	3	13	12	-11	8	1	-1	2	-60
COc1ccc(NC(=O)CSCC(=O)NCCc2ccccn2)cc1	-3	-4	35	-18	-0.1	-4	17	14	0	-17
Cc1cc(C)n(C(=O)Cn2nc(C)c(Cl)c2C)n1	3	4	24	-10	0.9	2	8	-2	-6	-32
Cn1c(CO)cnc1S(=O)(=O)Cc1ccc([N+](=O)[O-])cc1	4	-6	-5	-10	0.4	0	-2	-1	-13	3
Cc1cccnc1CCNC(=O)CCc1nnc(-c2ccccc2)o1	2	-11	1	-18	0.2	-3	16	-12	-5	-28
O=C(NCC#CCOCc1ccccc1)c1ccccc1	0	-3	-8	3	0.3	3	7	0	0	-5
NNc1nc(-c2ccccc2)cs1	7	6	14	-92	1.2	-2	36	13	8	-7
O=C(O)Cc1sc(NCc2ccco2)nc1-c1ccccc1	-1	7	8	-3	0.4	-1	42	-6	0	-24
CCOC(=O)C1CCCN(C(=O)COc2ccccc2F)C1 (stereo not given)	4	6	2	-9	-0.3	2	20	-3	-4	-29
COc1cc(C(=O)Nc2nc3ccccc3[nH]2)cc(OC)c1OC	7	1	2	-76	0.9	1	-16	-6	-2	-16
CCOCCCNC(=O)c1c[nH]c2c(CC)cccc2c1=O	2	6	12	7	-0.3	-1	-1	5	8	-21
O=C(CCCOc1ccc(Cl)cc1Cl)Nc1ccccc1C(=O)O	5	35	30	-83	2.5	-2	21	18	5	-121
COc1cccc(CNC(=O)CCC2CCCN(C(=O)c3ccc(F)c(Cl)c3)C2)c1 (stereo not given)	1	11	22	7	0.0	-3	3	13	-10	-24
CC(=O)N1N=C(c2ccc(Cl)cc2)OC1(C)C	-2	-10	9	14	0.3	5	-2	-16	-15	0
CCN(CC)S(=O)(=O)c1ccc(NC(=O)COC(=O)c2cnc(C)cn2)cc1	0	-6	-12	23	-0.5	2	21	-3	-1	3
C/C(=N\NC(=O)C(N)=O)c1ccc(OC(F)F)cc1	-8	-11	-4	-14	-0.3	0	6	-10	9	0
Cc1nc2c(cnn2-c2ccccc2)c(=O)n1/N=C/c1ccccc1	-6	-1	-5	-9	-0.3	-1	-4	1	-3	-4
c1ccc(Cc2nnc3sc(-c4cccnc4)nn23)cc1	2	3	2	7	0.9	-2	-19	2	-12	-9
Cc1nn(Cc2ccc(Cl)c(Cl)c2)c(C)c1NC(=O)c1cc(CC(C)C)on1	0	17	38	22	-0.3	0	52	11	-7	-14
O=S1(=O)CCOC[C@H](CC2CCCCC2)N1Cc1ccc(Cl)cc1	-3	8	-2	24	0.9	0	19	16	5	-1
COc1ccc(N2CCN(Cc3cc(=O)c(OCC(=O)NC4CCCC4)co3)CC2)cc1	.	-5	13	3	0.1	.	20	-5	-6	.
O=C1CCCc2[nH]nc(-c3cccnc3)c21	4	2	6	-17	-0.1	0	6	-1	-3	-26
O=S(=O)(O)c1nnc2sc3ccccc3n12	2	-5	2	0	-0.1	-3	36	6	0	-24
O=C(O)C1=C[C@@H](C2CC2)C[C@@H](OCCCCO)O1	.	-10	-23	3	-0.6	.	19	2	-4	.
CCCOc1ccc(N2C(=O)CC(N(Cc3ccco3)C(C)=O)C2=O)cc1 (stereo not given)	0	-1	-1	-3	-0.1	-1	11	-6	4	-6
CCCCc1nc2ccccc2c(=O)n1NC(=O)c1c(O)c2c(n(CC(C)C)c1=O)CCCC2	5	9	0	30	0.4	0	29	15	10	-12
COc1ccc(OC)c(-n2c(=S)[nH]c3c(sc(=S)n3-c3ccccc3)c2=O)c1	-2	-3	1	7	0.3	1	3	3	3	-21
COc1ccc(CN2C[C@H](Cc3ccccc3)[C@@H](CC(=O)Nc3ccccc3)C2=O)cc1	4	19	28	-12	0.5	-1	-2	9	0	-18
CCc1ccc(C(=O)Cn2ccsc2=N)cc1	6	12	46	-102	4.0	21*	1	6	.	-124
CCN(C(=O)c1cn(C)c(=O)c2ccccc12)c1ccccc1F	0	-1	-1	-10	-1.7	1	6	0	3	-39
O=C(CSc1nnnn1C1CCCC1)N1CCCc2ccccc21	-3	9	25	32	-1.7	-1	10	2	15	19
COP(=O)(OC)c1nc(-c2cccc3ccccc23)oc1N1CCOCC1	5	-11	-10	15	-0.6	2	-12	-16	23	-23
COc1cc(/C=C(\C#N)C(=O)NCC2CCCO2)cc(OC)c1OC (stereo not given)	-2	9	20	-6	-0.2	4	10	-5	-2	-18
N#CC1(NC(=O)CN2CCN(S(=O)(=O)c3ccccc3F)CC2)CCCC1	-4	-6	-22	10	-0.3	4	18	5	2	21

Screening data (PubChem)
